Screening data (PubChem BioAssay)
NR3A LBD binder: NR3A (human) ligand-binding domain modulation; Tm shift relative to glycine control, % at 25 µM; NR3A LBD differential scanning fluorimetry, Tm shift; 0% = protein alone, 100% = glycine-bound protein; AID 1259313; actives 2.5% (n = 340,000);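 active = melting temperature shift of at least 10% of the positive control shift, at one fixed dose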
CCR6 antagonist: CCR6 (human) receptor antagonism; actives 0.49% (n = 340,000); CHO-K1 CCR6 PathHunter beta-arrestin, luminescence, CCL20-stimulated; inhibition, % at 20 µM; P51684;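 active = compounds whose inhibition of the agonist-driven luminescence signal at 20 µM reaches about 50%, limit read from the data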;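 note: cells stimulated with CCL20 at 14 nM final; plate controls were DMSO with CCL20 for no effect and DMSO without agonist for full effect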
Gli-Sufu antag: Gli-Sufu pathway antagonism; Sufu-KO-LIGHT fibroblasts, Gli luciferase reporter luminescence; inhibition, % at 5 µM; actives 0.74% (n = 340,000); AID 588413;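 active = inhibition above about 55%, limit read from the data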;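 note: 0% = DMSO-treated cells and 100% = wells with medium but no cells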
APOBEC3G inh: inhibitors of human APOBEC3G DNA deaminase; inhibition, % at 20 µM; actives 0.28% (n = 330,000); recombinant A3G, ssDNA deamination FAM/TAMRA fluorescence; AID 493012; Q9HC16;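 active = inhibition of at least 40% at 20 µM, with no more than 30% in the related APOBEC3A deaminase screen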;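 note: plate controls were DMSO wells with A3G for no effect and wells lacking A3G enzyme for full effect; some compounds called inactive have numbers as strong as hits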
APOBEC3A inh: inhibitors of human APOBEC3A DNA deaminase | actives 0.41% (n = 330,000) | inhibition, % at 20 µM | recombinant A3A, FAM/TAMRA ssDNA deamination fluorescence;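 active = at least 40% inhibition at 20 µM here, with at most 30% in a related deaminase screen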;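 note: plate controls were A3A with DMSO for no effect and wells lacking A3A enzyme for full effect; some results filed as inactive read as strong as hits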
Target sequence (P31941 whole entry, looked up): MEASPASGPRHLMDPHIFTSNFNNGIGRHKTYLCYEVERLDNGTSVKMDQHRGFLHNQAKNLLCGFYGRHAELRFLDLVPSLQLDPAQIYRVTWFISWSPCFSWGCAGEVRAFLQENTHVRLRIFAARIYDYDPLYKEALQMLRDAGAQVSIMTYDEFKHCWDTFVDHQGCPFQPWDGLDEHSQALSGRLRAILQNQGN
EBI2 antag: antagonists of human EBI2 receptor. P32249. EBI2 beta-arrestin recruitment, luminescence, 7a,25-OHC stimulated. inhibition, % at 5 µM. actives 0.81% (n = 360,000). AID 651636; in the data active = inhibition above about 38%;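 note: enzyme fragment complementation signal reports receptor beta-arrestin coupling in cells; 0% = agonist plus DMSO wells and 100% = wells without agonist; some results beyond the cut were filed as inactive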
Target sequence (P32249 whole entry, looked up, the tested form may be a part): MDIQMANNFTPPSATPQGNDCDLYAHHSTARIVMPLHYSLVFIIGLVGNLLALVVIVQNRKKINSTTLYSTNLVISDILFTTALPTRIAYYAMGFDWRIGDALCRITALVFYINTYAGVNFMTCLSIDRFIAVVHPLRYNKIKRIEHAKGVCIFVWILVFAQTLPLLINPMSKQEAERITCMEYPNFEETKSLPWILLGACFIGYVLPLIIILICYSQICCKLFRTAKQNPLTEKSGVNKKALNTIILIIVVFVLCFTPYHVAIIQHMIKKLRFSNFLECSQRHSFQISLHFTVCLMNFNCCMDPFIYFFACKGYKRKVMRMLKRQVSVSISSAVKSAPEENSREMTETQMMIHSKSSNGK
CXCR6 inh: inhibitors of human CXCR6 receptor; AID 602244; O00574; CHO-K1 PathHunter CXCR6 beta-arrestin, luminescence; actives 0.36% (n = 360,000); inhibition, % at 20 µM; in the data active = inhibition above about 34%, passing the limit was not always enough;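 note: antagonist mode with CXCL16 agonist at 10 nM final; 0% = 10 nM CXCL16 with DMSO and 100% = unstimulated wells without agonist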
Target sequence (O00574 whole entry, looked up): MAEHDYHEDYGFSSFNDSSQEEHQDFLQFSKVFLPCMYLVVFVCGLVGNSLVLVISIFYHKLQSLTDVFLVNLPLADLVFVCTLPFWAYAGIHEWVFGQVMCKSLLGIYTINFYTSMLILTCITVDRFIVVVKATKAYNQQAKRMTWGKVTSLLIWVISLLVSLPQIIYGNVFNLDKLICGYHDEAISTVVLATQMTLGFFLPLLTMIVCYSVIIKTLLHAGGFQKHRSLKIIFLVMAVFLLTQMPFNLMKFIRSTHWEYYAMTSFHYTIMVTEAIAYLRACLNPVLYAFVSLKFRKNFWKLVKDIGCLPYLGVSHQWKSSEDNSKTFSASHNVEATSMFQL
MPTP block: permeability transition pore inhibition; isolated mouse mitochondria, Ca2+ swelling absorbance, 30 min; inhibition, % at 10 µM; actives 1.4% (n = 360,000); AID 602449;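 active = inhibition of 50% or more, scaled per plate between neutral and stimulator controls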;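 note: 0% = DMSO wells given calcium and 100% = 1 mM EGTA wells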
* hit, by the source's call; & = joins results of further samples. Outcome played no part in choosing rows. Share with any hit: about 5.8%.

How did CCOc1ccc(C(=O)Nc2sc3c(c2C(=O)OC)CC(C)(C)NC3(C)C)cc1 do in these assays?
NR3A LBD binder: -1; CCR6 antagonist: 5; Gli-Sufu antag: 13; APOBEC3G inh: -9; APOBEC3A inh: -3; EBI2 antag: -1; CXCR6 inh: -4; MPTP block: 85*

What do the screens show for `COc1ccc(CNc2ncnc3cc(Cl)ccc23)cc1OC`?
NR3A LBD binder: -1; CCR6 antagonist: -4; Gli-Sufu antag: 25; EBI2 antag: 5; CXCR6 inh: -7; MPTP block: -1.3

What do the screens show for `O=C(NCCc1c[nH]c2ccccc12)C1CCN(Cc2ccc(Br)cc2)CC1`?
NR3A LBD binder: -4; CCR6 antagonist: -8; APOBEC3G inh: -6; APOBEC3A inh: -4; EBI2 antag: 15; CXCR6 inh: -12; MPTP block: 0.9

Results for CCOC(=O)C1=C(C)NC(C)=C(C(=O)OCC)C1C(=O)OCC(=O)N1c2ccccc2CC1C (centres undefined) ?
NR3A LBD binder: 0&1; CCR6 antagonist: 14&10; Gli-Sufu antag: 8&5; APOBEC3G inh: -2; APOBEC3A inh: -3; EBI2 antag: 4&9; CXCR6 inh: 3&-6; MPTP block: 1.4&-2.0

What do the screens show for `COc1ccccc1CCNC(=O)C(=O)NCC1OCCN1S(=O)(=O)c1ccc(F)cc1` (centres undefined)?
NR3A LBD binder: 3; CCR6 antagonist: 5; Gli-Sufu antag: 5; APOBEC3G inh: -5; APOBEC3A inh: -5; EBI2 antag: -9; CXCR6 inh: 2; MPTP block: -0.4

How did COC(=O)C(C)N1C(=O)S/C(=C/c2cc(C)n(-c3ccccn3)c2C)C1=O (centres undefined) do in these assays?
NR3A LBD binder: 4; CCR6 antagonist: 12; Gli-Sufu antag: -54; APOBEC3G inh: -3; APOBEC3A inh: -3; EBI2 antag: 4; CXCR6 inh: 0; MPTP block: -1.8

Results for CSC1=C(C#N)C(c2ccccc2Cl)C2=C(N1)c1ccccc1C2=O (centres undefined) ?
NR3A LBD binder: -1; CCR6 antagonist: 24; Gli-Sufu antag: -4; APOBEC3G inh: -5; APOBEC3A inh: 0; EBI2 antag: 19; CXCR6 inh: 9; MPTP block: 0.4

How did COc1ccc(N2CC(C(=O)N[C@H](C(=O)NC(C)c3ccccc3)C(C)C)CC2=O)cc1 (some centres undefined) do in these assays?
NR3A LBD binder: 3; CCR6 antagonist: 4; Gli-Sufu antag: -9; APOBEC3G inh: -5; APOBEC3A inh: -7; EBI2 antag: 10; CXCR6 inh: 0; MPTP block: -1.2

How did CCCOC(=O)c1cc(-c2ccc(/C=C3/C(=O)N(C)C(=O)C(C#N)=C3C)o2)ccc1Cl do in these assays?
NR3A LBD binder: -5; CCR6 antagonist: 22; Gli-Sufu antag: 6; APOBEC3G inh: 4; APOBEC3A inh: 1; EBI2 antag: 0; CXCR6 inh: -2; MPTP block: 6.6

Results for Cc1ccccc1NC(=O)n1ncc2cc(Cl)ccc21 ?
NR3A LBD binder: 4; CCR6 antagonist: -2; Gli-Sufu antag: -11; APOBEC3G inh: -7; APOBEC3A inh: -3; EBI2 antag: -2; CXCR6 inh: -8; MPTP block: 0.1

Results for O=C(Nc1ccc(F)cc1)C1CCC(CNc2c(N3CCCCC3)c(=O)c2=O)CC1 (centres undefined) ?
NR3A LBD binder: -2; CCR6 antagonist: 2; Gli-Sufu antag: 6; APOBEC3G inh: -5; APOBEC3A inh: -2; EBI2 antag: -17; CXCR6 inh: 1; MPTP block: 0.1

What do the screens show for `CC1(C)CCCN(C(=O)N2c3ccccc3Sc3ccccc32)C1`?
NR3A LBD binder: 3; CCR6 antagonist: 21; Gli-Sufu antag: 1; APOBEC3G inh: -1; APOBEC3A inh: 0; EBI2 antag: 7; CXCR6 inh: 2; MPTP block: 1.5

What do the screens show for `Cc1ccc(NC(=O)CN(C)S(=O)(=O)c2cnc[nH]2)c(C)c1`?
NR3A LBD binder: 0; CCR6 antagonist: -4; Gli-Sufu antag: -3; APOBEC3G inh: 9; APOBEC3A inh: 4; EBI2 antag: 3; CXCR6 inh: 2; MPTP block: 1.2

Results for O=C(NCCCNCCCNC(=O)c1ccccn1)c1ccccn1 ?
NR3A LBD binder: 0; CCR6 antagonist: 3; Gli-Sufu antag: 0; APOBEC3G inh: 1; APOBEC3A inh: 6; EBI2 antag: 5; CXCR6 inh: -4; MPTP block: -0.1

What do the screens show for `O=C(CCc1nnc2ccc(N3CCOCC3)nn12)Nc1ccc(F)cc1F`?
NR3A LBD binder: 4; CCR6 antagonist: 7; Gli-Sufu antag: -15; APOBEC3G inh: -2; APOBEC3A inh: -4; EBI2 antag: -11; CXCR6 inh: 5; MPTP block: -0.6

Results for CC(C)N(C(=S)Nc1cccc(C(F)(F)F)c1)C(C)c1ccccn1 (centres undefined) ?
NR3A LBD binder: -2; CCR6 antagonist: 9; Gli-Sufu antag: 19; APOBEC3G inh: 1; APOBEC3A inh: 3; EBI2 antag: 2; CXCR6 inh: -7; MPTP block: 92*

Results for Oc1cc(-c2ccc(N3CCCCC3)nc2)cc2cccnc12 ?
NR3A LBD binder: -7; CCR6 antagonist: -15; Gli-Sufu antag: 21; APOBEC3G inh: -11; APOBEC3A inh: -5; EBI2 antag: -6; CXCR6 inh: -8; MPTP block: 3.6

How did COC(=O)[C@@H]1[C@H](CCc2ccccc2)NC(=O)N(Cc2ccccc2)[C@@H]1C do in these assays?
NR3A LBD binder: -1; CCR6 antagonist: 11; Gli-Sufu antag: 6; APOBEC3G inh: -3; APOBEC3A inh: -3; EBI2 antag: -14; CXCR6 inh: -10; MPTP block: -1.2

Results for Cc1cccc(-n2c(O)c(C=NC3CCS(=O)(=O)C3)c3ccccc3c2=O)c1C (centres undefined) ?
NR3A LBD binder: -3; CCR6 antagonist: 8; Gli-Sufu antag: 9; APOBEC3G inh: -6; APOBEC3A inh: -3; EBI2 antag: 3; CXCR6 inh: -1; MPTP block: 0.8

What do the screens show for `COc1ccc(C(=O)O/N=C(\N)c2ccc(OC)c(OC)c2)cc1`?
NR3A LBD binder: 5; CCR6 antagonist: -4; Gli-Sufu antag: -21; APOBEC3G inh: -2; APOBEC3A inh: -3; EBI2 antag: 18; CXCR6 inh: -19; MPTP block: 0.1

How did COc1ccc(/C=C(\C#N)c2c[nH]c3ccccc23)cc1 do in these assays?
NR3A LBD binder: 35*; CCR6 antagonist: 11; Gli-Sufu antag: 6; EBI2 antag: -6; CXCR6 inh: -2; MPTP block: 1.2

What do the screens show for `CCC(C)Sc1ccc([C@H]2N[C@@](C)(C(=O)OC)[C@H]3C(=O)N(CC)C(=O)[C@@H]23)cc1OC` (some centres undefined)?
NR3A LBD binder: 0; CCR6 antagonist: 9; Gli-Sufu antag: -3; APOBEC3G inh: -6; APOBEC3A inh: -4; EBI2 antag: 3; CXCR6 inh: 5; MPTP block: 0.4

How did O=C(N/C(=C\c1ccccc1)C(=O)N1CCOCC1)c1ccccc1Br do in these assays?
NR3A LBD binder: -2; CCR6 antagonist: 1; Gli-Sufu antag: -2; APOBEC3G inh: -3; APOBEC3A inh: 1; EBI2 antag: -5; CXCR6 inh: 6; MPTP block: -1.8

Results for Cc1cccc(C(=O)NCC(=O)N2CCCCCCC2)c1 ?
NR3A LBD binder: 0; CCR6 antagonist: 6; Gli-Sufu antag: -15; APOBEC3G inh: -8; APOBEC3A inh: -6; EBI2 antag: -15; CXCR6 inh: 2; MPTP block: 0.1

Results for O=C(C1CCC(=O)N1Cc1ccccc1Cl)N1CCN(c2cccc(Cl)c2)CC1 (centres undefined) ?
NR3A LBD binder: 2; CCR6 antagonist: 14; Gli-Sufu antag: 3; APOBEC3G inh: 0; APOBEC3A inh: -5; EBI2 antag: 10; CXCR6 inh: -3; MPTP block: -6.1

Results for COc1ccc(N)cc1NC(=O)CN1CCCC1 ?
NR3A LBD binder: 0; CCR6 antagonist: 0; Gli-Sufu antag: 35; APOBEC3G inh: 0; APOBEC3A inh: -3; EBI2 antag: 3; CXCR6 inh: 3; MPTP block: 0.6

What do the screens show for `O=C(Cn1c(C(=O)N2CCN(C3CCCC3)CC2)cc2sccc21)c1ccccc1`?
NR3A LBD binder: -1; CCR6 antagonist: 6; Gli-Sufu antag: 17; APOBEC3G inh: -9; APOBEC3A inh: -4; EBI2 antag: 35; CXCR6 inh: -1; MPTP block: -1.7

Results for C[n+]1ccc(/C=C/c2c[nH]c3ccc(F)cc23)cc1 ?
NR3A LBD binder: 0; CCR6 antagonist: 1; Gli-Sufu antag: 16; APOBEC3G inh: 12; APOBEC3A inh: 49*; EBI2 antag: -5; CXCR6 inh: 1; MPTP block: -1.4

What do the screens show for `COc1cc(NC(=O)CCc2nc(-c3cccs3)no2)cc(OC)c1OC`?
NR3A LBD binder: 0; CCR6 antagonist: 15; Gli-Sufu antag: 7; APOBEC3G inh: -3; APOBEC3A inh: 1; EBI2 antag: 5; CXCR6 inh: -10; MPTP block: 2.3

Results for Cc1cccc(N2CCN(C(=O)c3oc4ccc(Br)cc4c3C)CC2)c1C ?
NR3A LBD binder: -2; CCR6 antagonist: 24; Gli-Sufu antag: -4; APOBEC3G inh: -1; APOBEC3A inh: 5; EBI2 antag: 36; CXCR6 inh: 16; MPTP block: -2.8

What do the screens show for `CCCCC(=O)N(CCC)CCC`?
CCR6 antagonist: -8; Gli-Sufu antag: -8; EBI2 antag: 0; CXCR6 inh: 1; MPTP block: -0.8

How did COc1ccc(C(=O)Nn2c(SCC(=O)NCC3CCCO3)nc3ccccc3c2=O)cc1 (centres undefined) do in these assays?
NR3A LBD binder: 1; CCR6 antagonist: -2; Gli-Sufu antag: 3; APOBEC3G inh: -7; APOBEC3A inh: -6; EBI2 antag: -2; CXCR6 inh: -12; MPTP block: -0.6

How did COc1ccccc1CNC(=O)c1cc(=O)c2ccccc2o1 do in these assays?
NR3A LBD binder: -2; CCR6 antagonist: 3; Gli-Sufu antag: -3; APOBEC3G inh: -7; APOBEC3A inh: 1; EBI2 antag: 3; CXCR6 inh: -3; MPTP block: -0.2

What do the screens show for `Cc1ccc(NC(=O)COc2cccc(-n3cnnn3)c2)cc1[N+](=O)[O-]`?
NR3A LBD binder: -7; CCR6 antagonist: 2; Gli-Sufu antag: -1; APOBEC3G inh: -6; APOBEC3A inh: 1; EBI2 antag: 5; CXCR6 inh: 3; MPTP block: 0.3

How did CN(CP(=O)(O)C(O)c1ccccc1)S(C)(=O)=O (centres undefined) do in these assays?
NR3A LBD binder: 2; CCR6 antagonist: 21; Gli-Sufu antag: 0; APOBEC3G inh: -1; APOBEC3A inh: -1; EBI2 antag: -9; CXCR6 inh: -3; MPTP block: 0.6

How did CC(=O)c1ccc(-c2ccc(C(=O)NC3CC(C)(C)NC(C)(C)C3)o2)cc1 do in these assays?
NR3A LBD binder: -1; CCR6 antagonist: 11; Gli-Sufu antag: 8; APOBEC3G inh: -1; APOBEC3A inh: 1; EBI2 antag: -5; CXCR6 inh: -3; MPTP block: -2.1

What do the screens show for `COc1cccc(OC)c1OCC(O)CN1CCN(c2ccc(F)cc2)CC1` (centres undefined)?
NR3A LBD binder: 2; CCR6 antagonist: 10; Gli-Sufu antag: 5; APOBEC3G inh: -5; APOBEC3A inh: -2; EBI2 antag: -7; CXCR6 inh: -6; MPTP block: 0.3

By substructure: the compounds so far containing an aryl thioether with sulfur outside any ring (two)
What do the screens show for `CCC(C)Sc1ccc([C@H]2N[C@@](C)(C(=O)OC)[C@H]3C(=O)N(CC)C(=O)[C@@H]23)cc1OC` (some centres undefined)?
NR3A LBD binder: 0; CCR6 antagonist: 9; Gli-Sufu antag: -3; APOBEC3G inh: -6; APOBEC3A inh: -4; EBI2 antag: 3; CXCR6 inh: 5; MPTP block: 0.4

How did COc1ccc(C(=O)Nn2c(SCC(=O)NCC3CCCO3)nc3ccccc3c2=O)cc1 (centres undefined) do in these assays?
NR3A LBD binder: 1; CCR6 antagonist: -2; Gli-Sufu antag: 3; APOBEC3G inh: -7; APOBEC3A inh: -6; EBI2 antag: -2; CXCR6 inh: -12; MPTP block: -0.6
